Bioassay records from PubChem.
hgDAF-12 ag – activates the H. glycines DAF-12 receptor ligand-binding domain. hit rate 1.8% among 370,000. HEK293 GAL4-hgDAF12 UAS-luciferase reporter, agonist luminescence; normalized to butyrate control. activation, % at 6.8 µM;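 active = activation above a cutoff set at the mean of all screened compounds plus 3 SD, cut at about 10% in these data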;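 note: 0% = DMSO wells and 100% = sodium butyrate wells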
ssDAF12 agonist – S. stercoralis DAF-12 activation, primary screen. HEK293 ssDAF-12/GRIP1 lit1-tk-luc reporter, luminescence; % of 3 µM dafachronic acid response. activation, % at 6.8 µM. hit rate 1% among 370,000;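 active = activation above the mean over all tested compounds plus 3 SD, cut at about 0.9% in these data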;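 note: 0% = DMSO-only wells and 100% = 3 µM delta7-dafachronic acid wells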
MBD2 DNA inh – inhibitors of human MBD2 binding to methylated oligonucleotide | TR-FRET | inhibition, % at 4.4 µM | hit rate 0.31% among 370,000 | AID 686964; in the data active = inhibition above about 13%
PLCb3 inh – PLC-beta3 (human) inhibition, primary screen; Q01970; hit rate 0.18% among 370,000; inhibition, % at 12.2 µM; Purified PLC-beta3, fluorogenic substrate, fluorescence; in the data active = inhibition above about 11%;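 note: 0% = median of compound wells on plate and 100% = full blocker control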
SMARCA2 act – activators of SMARCA2 function; hit rate 1% among 370,000; MG213 cells, MMTV-luciferase reporter, dexamethasone, overnight; activation, % at 9.1 µM; AID 652017; in the data active = activation above about 7.8%;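 note: 0% = vehicle wells and 100% = reference activator wells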
hcDAF12 agonist – H. contortus DAF-12 activation, primary screen | HEK293 hcDAF-12 lit1-tk-luc reporter, luminescence; 0% DMSO, 100% Δ7-dafachronic acid | activation, % at 6.8 µM | hit rate 1.4% among 370,000 | AID 652067;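 active = activation above the mean of all tested compounds plus 3 SD, cut at about 5.5% in these data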;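 note: 100% = response to 3 µM Δ7-dafachronic acid high control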
DAX1 inh-1 – blocks DAX1 repression of SF-1 activated StAR promoter; inhibition, % at 6.8 µM; hit rate 1.1% among 370,000; AID 652010; HEK293T StAR-luciferase reporter, SF-1/DAX-1 repression relief;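 active = inhibition above the mean over all tested compounds plus 3 SD, cut at about 3.6% in these data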;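 note: 0% = DAX-1 cells with DMSO and 100% = cells lacking DAX-1 with DMSO; higher inhibition means more luminescence from relief of DAX-1 repression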
DAX1 inh-2 – inhibitors of human orphan nuclear receptor DAX1 (NR0B1); P51843; HEK293 Gal4-DAX1 luciferase reporter, luminescence; inhibition, % at 6.75 µM; hit rate 0.99% among 340,000; AID 504766;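 active = inhibition above the mean over all tested compounds plus 3 SD, cut at about 4.2% in these data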;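 note: 0% = DAX1-transfected cells with DMSO and 100% = empty-vector control cells with DMSO; inhibition shows as a rise in luminescence from relieved DAX1 repression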
Target sequence (P51843 207-470 limits assumed): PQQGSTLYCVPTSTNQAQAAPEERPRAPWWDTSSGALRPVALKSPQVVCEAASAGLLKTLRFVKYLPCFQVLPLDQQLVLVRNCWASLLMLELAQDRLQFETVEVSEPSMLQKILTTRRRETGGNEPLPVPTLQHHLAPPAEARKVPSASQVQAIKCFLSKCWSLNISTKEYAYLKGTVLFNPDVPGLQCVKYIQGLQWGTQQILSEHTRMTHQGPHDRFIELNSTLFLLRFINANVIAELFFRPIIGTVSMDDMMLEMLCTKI
NR1D1 modulator – Rev-erb alpha (human) modulation. P20393. Rev-erbα–FITC-DNA binding, fluorescence polarization, 90 min. activity, % at 10 µM. hit rate 0.79% among 370,000. AID 1259318;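 active = activity above about 14%, limit read from the data; passing the limit was not always enough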;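 note: 0% = DMSO wells with 35 nM protein and 100% = DMSO wells with 750 nM protein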
Target sequence (P20393 whole entry, looked up): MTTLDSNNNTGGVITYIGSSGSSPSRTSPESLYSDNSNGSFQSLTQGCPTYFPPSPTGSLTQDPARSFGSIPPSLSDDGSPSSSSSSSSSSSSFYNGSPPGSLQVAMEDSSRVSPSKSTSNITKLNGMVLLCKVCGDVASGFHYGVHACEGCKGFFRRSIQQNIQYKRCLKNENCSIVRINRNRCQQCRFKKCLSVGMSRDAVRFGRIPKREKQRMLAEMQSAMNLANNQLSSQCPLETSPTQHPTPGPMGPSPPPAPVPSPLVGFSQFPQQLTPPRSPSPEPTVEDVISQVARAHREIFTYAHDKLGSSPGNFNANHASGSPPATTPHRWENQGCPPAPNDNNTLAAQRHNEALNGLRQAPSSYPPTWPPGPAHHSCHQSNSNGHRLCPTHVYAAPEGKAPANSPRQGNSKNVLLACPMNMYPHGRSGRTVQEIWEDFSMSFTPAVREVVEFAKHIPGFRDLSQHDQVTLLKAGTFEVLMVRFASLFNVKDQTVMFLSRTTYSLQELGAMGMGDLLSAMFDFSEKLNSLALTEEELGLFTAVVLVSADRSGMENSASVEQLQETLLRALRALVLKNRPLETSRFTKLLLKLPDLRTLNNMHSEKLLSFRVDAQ
PLCg1 inh – blocks human PLC-gamma1 enzyme activity | purified PLC-gamma1, fluorogenic substrate, fluorescence | inhibition, % at 12.2 µM | hit rate 0.84% among 370,000; in the data active = inhibition above about 9.5%
ADAM17 inh – ADAM17 inhibition, QFRET primary screen. P78536. recombinant ADAM17, EDANS/DABCYL FRET peptide cleavage. inhibition, % at 6.95 µM. hit rate 0.83% among 370,000;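 active = inhibition above the mean of compounds lying between control limits plus 3 SD, set per campaign, cut at about 8.5% in these data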;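 note: 0% = DMSO-only wells as the low control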
The depositor's hits bear a star; i = inactive; x = not tested or not shown; & = joins results of further samples. This is a random part of the collection; overall some 7.4% were active at least once.

#1 COc1cc2ccc(=O)oc2cc1O
#2 N#C/C(=C/c1ccc(F)cc1)S(=O)(=O)c1ccccc1
#3 COc1ccc(-c2nc3cc(C)ccn3c2NC2CCCCC2)cc1SC1CCCCC1
#4 Cc1ccc(-c2c3c(=O)n(C)c(=O)n(C)c3cn2CCCN2CCOCC2)cc1
#5 Cc1cc(C(=O)CSc2nncs2)c(C)n1-c1ccc2c(c1)OCO2
#6 Cn1c(NCCN2CCCC2)nc2cc(-c3ccsc3)sc2c1=O
#7 Cc1cc(C)cc(NC(=O)c2cc(C)nn2C)c1
#8 COc1ccc(Cl)cc1NS(=O)(=O)c1cccc(C(=O)NCC2CCCO2)c1 (centres undefined)

entry no.	1	2	3	4	5	6	7	8
hgDAF-12 ag	-4.2	1.2	1.2&2.7	-0.7	4.6	2.7	-0.7	0.2
ssDAF12 agonist	-1.6	-0.7	-0.9&-0.7	-1.2	-1.4	-1.1	-0.9	-1.1
MBD2 DNA inh	11	2	0&3	5	-1	-4	0	-3
PLCb3 inh	i	-7	i	-18	-7	-3	-2	-6
SMARCA2 act	-2	-3	0&-5	-1	0	4	-1	-1
hcDAF12 agonist	-1.2	-0.2	-2.2&2.4	-1.2	1.0	-0.1	-0.5	-0.3
DAX1 inh-1	0.5	-0.4	-0.1&0.8	0.3	-0.4	-1.4	-0.3	-1.1
DAX1 inh-2	5.1*	-0.1	-0.7	-0.1	0.7	x	-1.9	1.1
NR1D1 modulator	-9	-2	-6&8	5	1	-1	1	0
PLCg1 inh	i	1	i	-32	-3	-3	2	0
ADAM17 inh	i	-1	-24&-39	0	-3	-8	-1	-1

Some entries already given, showing only ssDAF12 agonist:
No.	molecule	ssDAF12 agonist
1	COc1cc2ccc(=O)oc2cc1O	-1.6
2	N#C/C(=C/c1ccc(F)cc1)S(=O)(=O)c1ccccc1	-0.7

The list goes on.
#9 O=C1c2cccc3cccc(c23)C(=O)N1CCCN(C(=O)c1cccs1)c1cccc(F)c1
#10 Cc1ccc2c(c1)NCCO2
#11 CCN(Cc1ccncc1)Cc1ccc(OC)cc1OC
#12 COC(=O)c1ccc(CNC(=O)C23CC4CC(CC(C4)C2)C3)cc1
#13 COc1ccc(NC(=O)CN(C)C(=O)c2cccc3ccccc23)cc1
#14 COc1ccc(C(=O)NC(=S)N2CCOCC2)cc1OC
#15 Cc1cc([N+](=O)[O-])cc(/C=N\NC(=O)C2COc3ccccc3O2)c1O (centres undefined)
#16 Cc1cc(C)nc(CCNC(=O)c2cc(COc3c(C)cccc3C)on2)n1

entry no.	9	10	11	12	13	14	15	16
hgDAF-12 ag	0.8	-1.2	3.0	-0.6	-2.3	1.1	-0.3	-2.0
ssDAF12 agonist	0.4	0.1	-0.7	-1.1	-1.1	0.0	-1.6	-0.9
MBD2 DNA inh	-1	-4	1	0	-4	0	-3	-2
PLCb3 inh	-2	0	0	0	1	-1	-5	-2
SMARCA2 act	-2	-2	0	1	-1	-2	0	-2
hcDAF12 agonist	1.8	1.3	-0.4	-2.9	-0.2	1.7	0.1	-0.1
DAX1 inh-1	0.0	-0.2	0.1	0.5	0.6	0.4	-0.5	0.9
DAX1 inh-2	0.4	-0.4	-1.6	1.4	-1.6	1.7	0.6	0.4
NR1D1 modulator	-1	-4	-6	3	-1	-7	3	-3
PLCg1 inh	0	-2	5	5	0	-1	-1	-4
ADAM17 inh	-6	-3	2	2	0	-1	1	-2

3 of the entries above in order of their number in ADAM17 inh, highest first:
cpd | Molecule | ssDAF12 agonist | MBD2 DNA inh | PLCb3 inh | SMARCA2 act | hcDAF12 agonist | DAX1 inh-1 | DAX1 inh-2 | NR1D1 modulator | PLCg1 inh | ADAM17 inh
16 | Cc1cc(C)nc(CCNC(=O)c2cc(COc3c(C)cccc3C)on2)n1 | -0.9 | -2 | -2 | -2 | -0.1 | 0.9 | 0.4 | -3 | -4 | -2
10 | Cc1ccc2c(c1)NCCO2 | 0.1 | -4 | 0 | -2 | 1.3 | -0.2 | -0.4 | -4 | -2 | -3
9 | O=C1c2cccc3cccc(c23)C(=O)N1CCCN(C(=O)c1cccs1)c1cccc(F)c1 | 0.4 | -1 | -2 | -2 | 1.8 | 0.0 | 0.4 | -1 | 0 | -6

The listing continues:
#17 CC(=O)Nc1ccc(S(=O)(=O)N(C)CC(=O)OC(C)C(=O)NC2CCCC2)cc1 (centres undefined)
#18 O=C(O)C1CSC(c2ccccc2Cl)N1C(=O)c1ccc(Cl)cc1 (centres undefined)
#19 CC(=O)N1CCC(c2c[nH]c3ccccc23)CC1
#20 CCOC(=O)C1=C(SCC)c2cc3c(n2C1=O)CCCC3
#21 CCOCCCN(C)C1CCN(C(=O)c2oc3ccccc3c2NC(=O)Cc2cccc([N+](=O)[O-])c2)CC1
#22 COc1ccc(NC(=O)c2ccc(-c3ccc(OC)cc3)s2)cc1
#23 O=S(=O)(Nc1ccccn1)c1cc(Cl)ccc1Cl
#24 COc1cc(NC(=O)C/C(C)=N/NC(=O)c2cccs2)c(OC)cc1Cl

entry no.	17	18	19	20	21	22	23	24
hgDAF-12 ag	0.6	-1.1	-1.1	-0.3	-3.9	0.1	2.0	15*
ssDAF12 agonist	-0.8	-1.2	-1.1	-0.8	-0.9	-1.5	-1.0	0.5
MBD2 DNA inh	-1	-3	0	-10	1	-5	3	1
PLCb3 inh	-4	-1	0	-2	6	-8	-7	0
SMARCA2 act	-1	1	3	1	5	-5	-2	2
hcDAF12 agonist	-0.2	-1.8	-1.3	-1.3	-1.3	-1.4	-2.0	7.9*
DAX1 inh-1	-0.4	-0.1	0.0	-0.2	-1.8	-0.2	0.2	4.0*
DAX1 inh-2	-0.7	-1.2	2.4	-0.4	1.1	0.0	0.4	1.9
NR1D1 modulator	-2	2	-8	-9	1	4	-1	-3
PLCg1 inh	4	0	2	-3	1	-5	-3	4
ADAM17 inh	-4	-5	2	-3	-6	-4	-8	15*

#25 O=CN1CCN(C2CC(=O)N(c3ccc4c(c3)OCO4)C2=O)CC1 (centres undefined)
#26 CC(=O)Nc1cc(O)cc(O)c1
#27 Fc1ccc(-c2nnc(Cc3nnc(-c4ccc(F)cc4)o3)o2)cc1
#28 c1ccc2cc(OCCN3CCCC3)ccc2c1
#29 O=C1c2ccccc2C(c2nnnn2Cc2ccccc2)N1Cc1ccc2c(c1)OCO2 (centres undefined)
#30 Oc1ccc(/C=N/Nc2ncc(Br)cn2)c(O)c1
#31 CCN(CC)S(=O)(=O)c1ccc(OC)c(NC(=O)COc2ccccc2[N+](=O)[O-])c1
#32 C[C@@H]1C[C@H](Nc2ccccc2)c2ccccc2N1C(=O)c1cccnc1

entry no.	25	26	27	28	29	30	31	32
hgDAF-12 ag	0.1	-3.9	-1.0	1.0	-0.7	-4.6	1.4	0.3
ssDAF12 agonist	-0.7	-1.4	-1.3	-1.6	-1.6	-0.9	-1.3	-1.3
MBD2 DNA inh	-3	-4	0	-3	10	-2	-7	-2
PLCb3 inh	0	-4	-7	3	-2	-4	-7	0
SMARCA2 act	-1	-4	-4	-1	-2	1	-2	2
hcDAF12 agonist	0.9	-1.1	-0.8	-0.9	-1.5	1.1	-1.4	-2.0
DAX1 inh-1	-0.3	-0.2	-0.6	0.5	-1.6	-0.6	0.6	-1.4
DAX1 inh-2	-0.5	1.6	1.0	0.1	x	0.4	-0.1	-1.4
NR1D1 modulator	-6	-6	0	-4	-8	-1	-23	0
PLCg1 inh	0	2	-4	0	-1	8	-4	-4
ADAM17 inh	-3	-3	0	-4	-4	7	-4	-4

#33 C=CCNC(=O)N[C@@H](Cc1ccccc1)C(=O)OC
#34 O=C1CN(C(=O)COc2ncnc3ccccc23)c2ccccc2N1
#35 O=C(NCc1ccc(F)cc1)C1CCCN(S(=O)(=O)c2cccnc2)C1 (centres undefined)
#36 COc1cccc(C(C(=O)NC2CCCC2)N(Cc2ccccc2OC)C(=O)c2ccco2)c1 (centres undefined)
#37 O=c1c2c3c(sc2ncn1/N=C/c1ccco1)CCCC3
#38 COc1ccc(NC(=S)NCC2CCCO2)c(OC)c1 (centres undefined)
#39 CCOC(=O)CN1N=C(/C=C/c2ccc(OC)cc2)CCC1=O
#40 Cc1c([N+](=O)[O-])c(C(=O)Sc2ccc(Br)cc2)nn1C

entry no.	33	34	35	36	37	38	39	40
hgDAF-12 ag	1.4	-0.5	0.7	0.7	1.0	-0.3	2.9	-0.3
ssDAF12 agonist	-0.8	-1.4	-0.9	-1.4	-0.9	-0.7	-1.1	-1.5
MBD2 DNA inh	2	0	0	4	1	-4	-12	-1
PLCb3 inh	-4	-4	-19	0	1	3	-4	-7
SMARCA2 act	2	2	-8	1	0	0	3	7
hcDAF12 agonist	-1.2	-0.2	1.7	-1.5	-0.3	-1.4	-0.6	0.3
DAX1 inh-1	-0.1	-0.6	0.3	0.6	0.5	-0.2	0.0	-0.8
DAX1 inh-2	2.2	-1.6	0.4	-1.9	1.4	0.7	0.9	1.7
NR1D1 modulator	-1	4	0	5	-5	0	1	-2
PLCg1 inh	3	-2	-1	2	1	2	-2	0
ADAM17 inh	-3	-6	-2	-2	0	-5	-1	-4

#41 O=C(CCC(=O)Nc1ccccc1Cl)NNC(=O)Nc1cccc([N+](=O)[O-])c1
#42 C=CCOc1c(Br)cc(CNc2nccs2)cc1OC
#43 Cc1ccc(Cl)cc1N1CCN(CC(O)COCc2ccco2)CC1 (centres undefined)
#44 CC(N)c1csc(NC(=O)Nc2cccc(C(F)(F)F)c2)n1 (centres undefined)
#45 Cc1cccc2c(C(=O)N3CCCCC3)cc(-c3ccccc3)nc12
#46 CN(C(=O)c1cccc(C#N)c1)c1nnc(-c2ccccn2)s1
#47 CCN(CC(=O)Nc1c(F)cccc1F)C(=O)c1nn(C)c(=O)c2ccccc12

entry no.	41	42	43	44	45	46	47
hgDAF-12 ag	-0.7	-2.1	-1.5	-2.2	1.1	0.2	-0.8
ssDAF12 agonist	-1.1	-1.1	-1.8	-1.2	-1.4	-1.1	-0.8
MBD2 DNA inh	-2	0	2	4	1	6	1
PLCb3 inh	-6	0	0	3	-6	-2	0
SMARCA2 act	0	-2	-4	-5	-1	-1	-2
hcDAF12 agonist	0.8	-2.6	1.1	-0.1	1.4	-1.0	0.3
DAX1 inh-1	1.2	-0.4	0.4	-0.6	0.1	-0.4	0.6
DAX1 inh-2	0.1	1.3	0.1	x	-0.5	0.7	-0.3
NR1D1 modulator	1	5	3	-7	1	-6	8
PLCg1 inh	0	-5	1	2	1	-3	-2
ADAM17 inh	-2	-4	2	-3	2	-13	-6
